Source: PubChem (Broad Institute)
DENV2 CPE = inhibitors of DENV2 cytopathic effect, primary screen, cell-based, plate reader, single concentration; DENV2-infected cells, cytopathic effect rescue; CPE inhibition, % at 9.99 µM; 350,000 tested, 1.7% active; in the data active means CPE inhibition above about 20%, passing the limit was not always enough; inconclusive means no clear call, values can overlap the other calls; tested in BHK-21 cells;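 further: 0% = median of neutral control wells and 100% = median of positive control wells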
ERp5 inh = inhibitors of ERp5-driven insulin aggregation, primary screen, biochemical, turbidity, absorbance 650 nm, single point; inhibition, % at 9.99 µM; 350,000 tested, 0.05% active; Protein disulfide-isomerase A6 (Homo sapiens), Q15084; AID 651711, 2012; 90 min;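 active means mean replicate inhibition above about 25%, with every replicate also reaching it, limit read from the data, passing the limit was not always enough; inconclusive means only one of those two criteria met; inactive means neither criterion met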
Target sequence (Q15084 whole entry, looked up): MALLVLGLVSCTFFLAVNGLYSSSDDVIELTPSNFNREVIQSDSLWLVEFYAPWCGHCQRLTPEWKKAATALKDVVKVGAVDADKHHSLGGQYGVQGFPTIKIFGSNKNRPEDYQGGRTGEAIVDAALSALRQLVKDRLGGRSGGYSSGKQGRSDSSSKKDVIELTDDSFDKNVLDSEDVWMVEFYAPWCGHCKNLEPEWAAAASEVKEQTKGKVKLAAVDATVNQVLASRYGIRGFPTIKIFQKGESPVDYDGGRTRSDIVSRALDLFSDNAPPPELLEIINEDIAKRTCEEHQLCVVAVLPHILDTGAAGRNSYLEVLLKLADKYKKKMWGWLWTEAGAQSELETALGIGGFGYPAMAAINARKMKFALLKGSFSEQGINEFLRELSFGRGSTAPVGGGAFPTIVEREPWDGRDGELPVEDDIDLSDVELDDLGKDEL
ERAP1 inh = human ERAP1 aminopeptidase inhibitors, primary screen, biochemical, single point, plate reader | Endoplasmic reticulum aminopeptidase 1 (Homo sapiens), Q9NZ08 | recombinant ERAP1, Leu-AMC fluorescence, 60 min | inhibition, % at 10.7 µM | 340,000 tested, 0.15% active | AID 652197, 2013;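 active means mean replicate inhibition of at least 30%, or all replicates individually reaching that 30% level; inactive means mean below 30% and not every replicate reaching it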;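 further: 0% = neutral control wells and 100% = L-leucinethiol positive control wells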
CFTR F508del cor = F508del CFTR correction, initial screen, CFBE line, single point. CFBE cells, YFP halide quenching; stimulated with forskolin plus potentiator P3; % fluorescence drop versus neutral controls. activity (quench increase), % at 7.58 µM. 350,000 tested, 0.36% active. AID 720511, 2013;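 active means mean added fluorescence quench of at least 8% versus neutral control, with both replicates also reaching 8%; inconclusive means only one of the mean or replicate conditions met; inactive means mean below 8% and not both replicates reaching 8%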;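 further: cells transiently co-express mutant CFTR-F508del with the halide-sensitive YFP; corrector assay measuring rescue of mutant channel to the surface after 24 h compound exposure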
SIRT5 inh = SIRT5 desuccinylase inhibitors, primary screen, biochemical, fluorescence imaging, single point, set 5; Purified SirT5, succinyl-peptide AMC, trypsin-coupled fluorescence; inhibition, % at 15 µM; 330,000 tested, 1.1% active; AID 652115, 2013; in the data active means inhibition above about 15%; inconclusive means no clear call, values can overlap the other calls
Target sequence (Q9NXA8 whole entry, looked up): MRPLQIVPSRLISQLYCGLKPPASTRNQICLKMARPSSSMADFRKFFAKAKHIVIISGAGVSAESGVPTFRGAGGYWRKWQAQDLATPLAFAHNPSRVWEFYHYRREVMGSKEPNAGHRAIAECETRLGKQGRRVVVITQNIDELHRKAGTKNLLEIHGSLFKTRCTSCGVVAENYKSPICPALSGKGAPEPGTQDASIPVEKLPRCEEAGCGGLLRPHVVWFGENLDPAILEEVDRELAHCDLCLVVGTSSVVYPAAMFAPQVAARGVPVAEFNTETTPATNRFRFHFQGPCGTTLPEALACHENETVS
miR-122 sensor = miR-122 Renilla sensor signal increase in Huh7, primary screen, miR-122 inhibitor project, cell-based, single point, plate reader. 340,000 tested, 0.3% active. activation (reporter increase), % at 12.5 µM. Huh7 miR-122 Renilla luciferase sensor, 48 h; neutral wells = 0, positive control = 100;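 active means mean replicate activation score at least 90 and every replicate individually at or above 90; inconclusive means only one of the two criteria met; inactive means neither criterion met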;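 further: higher luciferase means less miR-122 activity so hits act as miR-122 inhibitors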
CASP6 VEID inh = human caspase-6 inhibitors, primary screen, biochemical, VEID-R110 fluorescence, single point, set 2; purified caspase-6, Z-VEID-R110 cleavage fluorescence; AID 686996, 2013; inhibition, % at 12.5 µM; 350,000 tested, 0.53% active; P55212;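 active means mean inhibition across replicates at least about 35%, with every replicate also reaching that limit, limit read from the data; inconclusive means only one of the two criteria met; inactive means neither criterion met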;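 further: 0% = median of neutral control wells and 100% = no fluorescence left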
Target sequence (P55212 24-179 limits assumed): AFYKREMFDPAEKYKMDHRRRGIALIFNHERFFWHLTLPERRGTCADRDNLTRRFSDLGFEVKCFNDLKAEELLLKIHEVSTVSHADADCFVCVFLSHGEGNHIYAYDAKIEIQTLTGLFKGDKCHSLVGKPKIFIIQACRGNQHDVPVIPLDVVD
Target sequence (P55212 194-293 limits assumed): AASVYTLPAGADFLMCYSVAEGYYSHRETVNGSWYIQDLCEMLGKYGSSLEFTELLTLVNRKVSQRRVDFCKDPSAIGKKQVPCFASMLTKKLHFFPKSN
Numbers without * were called inactive; u = inconclusive; x = not tested or not shown; [ ] = dose if it differs, or a comment. Outcome played no part in choosing rows (roughly 4% active in at least one column).

#	Molecule	CFTR F508del cor	CASP6 VEID inh	ERp5 inh	SIRT5 inh
1	Cc1cccc(S(=O)(=O)N(C)C[C@H]2OCc3cn(nn3)CCCC(=O)N([C@H](C)CO)C[C@H]2C)c1	2.7	-1	14	-6
2	CNc1cnc(-c2cccc(C(=O)N3CCOCC3)c2)cn1	1.7	17	-2	-13
3	Cc1ccc(CN2CCN(/N=C/c3cccn3C)CC2)c(C)c1	2.2	5	3	2
4	Cc1onc(-c2ccccc2)c1C(=O)Nc1nnc(N(C)Cc2ccccc2)s1	-1.9	0	1	x
5	CC(C(=O)Nc1ccc(F)c(F)c1F)N(C)Cc1cccs1 (stereo not given)	1.6	1	3	16*
6	C=CCc1ccc(OCCCCOc2ccc(C(=O)O)cc2)c(OC)c1	-1.4	3	-4	-4
7	COc1ccc(-c2cc3nc4n(c(=O)c3s2)CCC4)cc1	-0.1	0	6	1
8	COc1ccc(-n2c(SCC(=O)N3CCCCC3)nc3ccccc3c2=O)cc1	1.9	x	2	-3

#	ERAP1 inh	miR-122 sensor	DENV2 CPE
1	2	-1[16.7 µM]	2
2	3	-4	-4
3	4	x	0
4	x	x	-6
5	3	3	2
6	12	5	-6
7	-3	-12	1
8	-3	1	3

Remaining list, next part
#	Molecule	CFTR F508del cor	CASP6 VEID inh	ERp5 inh	SIRT5 inh
9	COCCNC(=O)C1CCCN(C(=O)c2oc3ccccc3c2C)CC1 (stereo not given)	0.0	-1	-2	x
10	C[C@H](CO)N1C[C@H](C)[C@@H](CN(C)C(=O)c2ccccc2)OCCCC[C@H](C)Oc2ccc(NC(=O)c3ccncc3)cc2C1=O	-2.2	-1	-2	0
11	Nc1nc2ccccc2cc1C(=O)NCc1cccs1	-2.2	2	2	-6
12	COc1cccc(C2N(c3cccc(Cl)c3)C(=O)C3CCCN32)c1 (stereo not given)	-3.9	2	3	-2
13	CCc1ccccc1S(=O)(=O)Cc1ccc(C(=O)N2CCN(c3ccccc3OC)CC2)o1	-2.3	1	2	x
14	OCC1(CCc2ccccc2)CCN(Cc2ccc3nsnc3c2)CC1	-0.4	-2	1	-2
15	COc1ccc(S(=O)(=O)Nc2ccc(S(=O)(=O)N(C)C)cc2)cc1[N+](=O)[O-]	x	4	-2	-3
16	COc1ccc(OC)c(NC(=O)CCS(=O)(=O)c2cc3c(cc2C)NC(=O)CO3)c1	0.6	-1	4	-2

#	ERAP1 inh	miR-122 sensor	DENV2 CPE
9	-2	-6	-5
10	-3	3[16.7 µM]	6
11	-4	x	-4
12	0	-4	u
13	x	2	14
14	-2	x	0
15	3	x	15
16	3	2	-3

Next section.
#	Molecule	CFTR F508del cor	CASP6 VEID inh	ERp5 inh	SIRT5 inh
17	COc1ccc(CC(N)c2csc(Nc3ccccn3)n2)cc1 (stereo not given)	-1.3	0	-2	0
18	COCC(=O)Nc1ccc2c(c1)C(=O)N(C)[C@@H]1CC[C@@H](CC(=O)NCC3CCCCC3)O[C@@H]1CO2	-0.4	4	0	0
19	CCOc1ccccc1C(=O)NC(C(=O)Nc1cccc(S(N)(=O)=O)c1)C(C)C (stereo not given)	0.4	2	-4	-1
20	Cc1nc(Nc2ccccc2Br)c2nnn(Cc3ccccc3)c2n1	-1.7	-1	-2	-3
21	Cc1cc(NC(=O)c2ccc(S(=O)(=O)N3CCc4ccccc43)cc2)no1	2.7	-4	3	-3
22	Cc1cc(NC(=O)CSc2ncn[nH]2)no1	1.4	3	-2	0
23	CN1C(=O)c2cc(NC(=O)c3cccc(F)c3)ccc2OC[C@@H]2O[C@@H](CC(=O)N3CCc4ccccc4C3)CC[C@@H]21	0.1	-2	2	3
24	O=C(NCc1ccc2c(c1)OCO2)C1Cc2ccccc2CN1C(=O)c1ccco1 (stereo not given)	-3.8	1	-10	x

#	ERAP1 inh	miR-122 sensor	DENV2 CPE
17	1	1	3
18	-4	20[16.7 µM]	-7
19	-3	5	7
20	1	-13	0
21	-1	x	7
22	-5	x	0
23	0	14[16.7 µM]	u
24	-3	x	x

Entries by screen from above:
Compounds 17–22 in ERAP1 inh: 1, -4, -3, 1, -1, -5

(list continues)
#	Molecule	CFTR F508del cor	CASP6 VEID inh	ERp5 inh	SIRT5 inh
25	Oc1c(Br)cc(/C=N/NC(=S)NCc2ccco2)cc1Br	0.1	20	-1	7
26	COc1ccc(CCC(=O)N2c3ccccc3N=C(c3ccc(C(F)(F)F)cc3)C2C(=O)NC2CCCC2)cc1 (stereo not given)	-0.4	2	0	1
27	COC(=O)c1c(C)c[nH]c1C	-1.6	-3	0	0
28	CCOC(=O)C1CCN(C(=O)N(C)C)CC1	2.3	-2	-5	0
29	CC1(C)OC2COC(c3[nH]nc4c(=O)[nH]c(=O)[nH]c34)C2O1 (stereo not given)	-4.0	-2	-4	1
30	Cc1ccc(C)c(-n2nnc3ccccc3c2=O)c1	-0.5	-3	2	-1
31	CCOC(=O)CNS(=O)(=O)c1cc(-c2n[nH]c(=O)c3ccccc23)ccc1C	x	-1	-5	-3
32	CCOc1ccccc1C(=O)NCCN1CCC(n2c(=O)[nH]c3ccccc32)CC1	2.7	-3	1	-1

#	ERAP1 inh	miR-122 sensor	DENV2 CPE
25	x	x	1
26	6	x	-6
27	-2	-12	13
28	-1	-2	-1
29	-6	4	-2
30	0	-1	6
31	9	-2	x
32	-13	x	-4

(more compounds)
#	Molecule	CFTR F508del cor	CASP6 VEID inh	ERp5 inh	SIRT5 inh
33	CCCC(=O)N1CCC2(CC1)CN(S(=O)(=O)c1ccc(C)cc1)[C@H](CO)c1[nH]c3cc(OC)ccc3c12	0.9	-1	5	5
34	COC(=O)C[C@@H]1CC[C@@H]2[C@H](COC[C@@H](O)CN2S(=O)(=O)c2ccccc2C)O1	-1.6	0	1	-3
35	Nc1nonc1-n1nnc(C(=O)N/N=C/c2cc(Cl)ccc2O)c1CN1CCCCCC1	3.4	-1	0	x
36	COc1ccc(C(C(=O)NC2CCCC2)N(C(=O)c2snc(C(N)=O)c2N)c2ccccc2OC)cc1OC (stereo not given)	-0.7	-1	-2	-5
37	CC1CC(C)CN(C(=O)c2cccc3c2-c2ccccc2C3=O)C1 (stereo not given)	0.7	0	2	-3
38	Clc1cccc(-c2nc(-c3ccc(-c4nn[nH]n4)cc3)no2)c1	-0.5	0	7	x
39	O=C(Nc1cc(S(=O)(=O)N2CCOCC2)ccc1N1CCOCC1)c1cccc(S(=O)(=O)N2CCCCC2)c1	0.2	-1	-3	-1
40	C=CCN=C1NC(c2ccc(Cl)cc2)C(C(=O)OC)=C(C)N1Cc1cccc(C(F)(F)F)c1 (stereo not given)	3.9	-6	-1	-2

#	ERAP1 inh	miR-122 sensor	DENV2 CPE
33	1	x	12
34	0	6[16.7 µM]	5
35	-2	x	-9
36	-1	x	0
37	4	x	1
38	3	2	7
39	-1	x	11
40	2	x	-5

Entries of single compounds, quoted from the list. Values in the order: CFTR F508del cor | CASP6 VEID inh | ERp5 inh | SIRT5 inh | ERAP1 inh | miR-122 sensor | DENV2 CPE
C=CCc1ccc(OCCCCOc2ccc(C(=O)O)cc2)c(OC)c1 reads -1.4 | 3 | -4 | -4 | 12 | 5 | -6
Cc1cc(NC(=O)c2ccc(S(=O)(=O)N3CCc4ccccc43)cc2)no1 reads 2.7 | -4 | 3 | -3 | -1 | x | 7
COc1ccc(-n2c(SCC(=O)N3CCCCC3)nc3ccccc3c2=O)cc1 reads 1.9 | x | 2 | -3 | -3 | 1 | 3
OCC1(CCc2ccccc2)CCN(Cc2ccc3nsnc3c2)CC1 reads -0.4 | -2 | 1 | -2 | -2 | x | 0
COc1ccc(CC(N)c2csc(Nc3ccccn3)n2)cc1 (stereo not given) reads -1.3 | 0 | -2 | 0 | 1 | 1 | 3

Additional records follow:
#	Molecule	CFTR F508del cor	CASP6 VEID inh	ERp5 inh	SIRT5 inh
41	CN1/C(=C\C(=O)C[n+]2cccc(Br)c2)C(C)(C)c2ccccc21	-0.7	-2	1	2
42	CCCNC(=O)Nc1ccc2c(c1)OC[C@@H](C)N(C(=O)CC)C[C@@H](C)[C@@H](OC)CN(C)C2=O	-2.2	x	1	7
43	C[C@@H]1CN([C@H](C)CO)S(=O)(=O)c2ccc(-c3cncnc3)cc2O[C@H]1CN(C)C(=O)C1CCC1	0.3	-3	7	15
44	CCOc1ccc(NC(=O)CN(C)C(=O)CC2CCCC2)cc1OCC	-1.8	-1	3	0
45	CN1CCN(c2nc(-c3cccnc3)nc3ccccc23)CC1	3.6	-6	5	-3
46	O=C(NCc1ccccc1Cl)C1CCCN(c2ncnc3c2nc2n3CCCCC2)C1 (stereo not given)	-3.9	-2	-12	-4
47	CC(=O)Nc1ccc(-c2cc(-c3ccc(NC(C)=O)cc3)nc(-c3ccc(NC(C)=O)cc3)n2)cc1	-0.9	-3	0	2
48	Cc1cccc(N(Cc2ccccc2)C(=O)CN2C(=O)NC3(CCCCC3C)C2=O)c1 (stereo not given)	-0.5	-1	6	0

#	ERAP1 inh	miR-122 sensor	DENV2 CPE
41	2	x	1
42	0	-3[16.7 µM]	8
43	2	21[16.7 µM]	19
44	-3	-7	-6
45	-1	x	2
46	-4	19	2
47	3	-32	1
48	-2	5	0

Following part.
#	Molecule	CFTR F508del cor	CASP6 VEID inh	ERp5 inh	SIRT5 inh
49	Cc1cc(C)cc(SCc2noc(C(=O)NC(C)C)c2C(=O)O)c1	-0.6	2	-4	5
50	C[C@H]1CN([C@@H](C)CO)S(=O)(=O)c2ccc(C#CC3CC3)cc2O[C@H]1CN(C)Cc1ccccc1F	6.0	-3	6	5
51	COc1cccc(NC(=O)N2CCC(n3nnc4ccccc43)CC2)c1	0.2	-2	7	1
52	Cc1nc(C)c(-c2ccc(SCC(=O)Nc3cccc(F)c3)nn2)s1	1.1	0	3	-1
53	C[C@H](CO)N1C[C@H](C)[C@H](CN(C)S(=O)(=O)c2ccc(F)cc2)Oc2c(NC(=O)Nc3ccccc3)cccc2C1=O	0.0	x	2	1
54	O=S(=O)(Nc1ccccc1N1CCOCC1)c1ccc(Cl)cc1	x	0	1	x
55	Cc1cccc(N(C)Cc2nnc(-c3cccc(Br)c3)o2)c1	0.7	0	-1	-4
56	COc1ccc(-n2c(=O)cc(N3CCc4ccccc43)[nH]c2=O)cc1	-0.2	4	4	2

#	ERAP1 inh	miR-122 sensor	DENV2 CPE
49	0	0	-13
50	-2	5[16.7 µM]	-4
51	3	-4	-4
52	-2	-2	-1
53	x	2[16.7 µM]	u
54	-3	18	x
55	-3	6	u
56	1	0	3

The list continues:
#	Molecule	CFTR F508del cor	CASP6 VEID inh	ERp5 inh	SIRT5 inh
57	N#Cc1nc(Cl)c(Cl)c(NN)c1Cl	0.3	0	-1	-2
58	C[C@@H]1CN([C@H](C)CO)C(=O)Cc2cc(NS(=O)(=O)c3ccccc3)ccc2O[C@@H]1CN(C)Cc1ccc(-c2ccccc2)cc1	-0.8	-1	2	12
59	O=C(COc1ccc([N+](=O)[O-])cc1)Nc1ccc(N2CCN(C(=O)c3ccco3)CC2)cc1	2.1	3	3	-3
60	NS(=O)(=O)c1ccc(NC(=O)COC(=O)Cc2c[nH]c3ccccc23)cc1	1.1	3	2	-2
61	COc1ccc(NC(=O)N(C)C[C@H]2Oc3ncc(C#CCN(C)C)cc3C(=O)N([C@H](C)CO)C[C@H]2C)cc1	0.8	1	1	-10
62	CC(C)c1cn(CC[C@H]2CC[C@@H](NC(=O)C3CCCC3)[C@H](CO)O2)nn1	-0.2	0	-4	0
63	CCSc1nnc(NC(=O)CSc2nnc(Cc3cccn3C)n2-c2ccc(F)cc2)s1	3.1	1	-3	5

#	ERAP1 inh	miR-122 sensor	DENV2 CPE
57	2	x	u
58	-4	-4[16.7 µM]	56*
59	0	-3	6
60	-1	4	-1
61	0	-3[16.7 µM]	9
62	0	4[16.7 µM]	-9
63	4	x	-3
